# Source: PubChem
# POLK inh: qHTS for Inhibitors of Polymerase Kappa; hit rate 0.53% among 400,000; DNA polymerase kappa (Homo sapiens), Q9UBT6; Potency, µM (top dose mostly 107 µM), for the others: at the highest dose activity, negative = inhibition, most hits filed as inhibitors; purified Pol kappa, fluorescent DNA synthesis assay, 10 min; also: potency is read from the fitted curve at half-maximal effect; % is scaled to controls: 0 for no effect and ±100 for the full control effect
#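 Readout: fluorescence, taken kinetically at 0 and 10 min. Conditions: 10 nM Pol kappa, 15 min RT compound preincubation, 50 nM substrate final. Controls: enzyme-free buffer wells.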
# APEX1 inh: qHTS Assay for Inhibitors of the Human Apurinic/apyrimidinic Endonuclease 1 (APE1); DNA repair nuclease/redox regulator APEX1 (Homo sapiens), P27695; recombinant APE1, TAMRA/BHQ-2 abasic DNA cleavage fluorescence; Potency, µM (highest dose often 65.8 µM), inactives show at the top dose activity change, negative = inhibition, most hits filed as inhibitors; hit rate 0.35% among 350,000; AID 2517, 2012;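 also: potency is read from the fitted curve at half-maximal effect; plate controls were vehicle for no effect and reference inhibitor for full effect; nearly all actives have a fitted effect of over 55% in size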
# Target sequence (P27695 whole entry, looked up): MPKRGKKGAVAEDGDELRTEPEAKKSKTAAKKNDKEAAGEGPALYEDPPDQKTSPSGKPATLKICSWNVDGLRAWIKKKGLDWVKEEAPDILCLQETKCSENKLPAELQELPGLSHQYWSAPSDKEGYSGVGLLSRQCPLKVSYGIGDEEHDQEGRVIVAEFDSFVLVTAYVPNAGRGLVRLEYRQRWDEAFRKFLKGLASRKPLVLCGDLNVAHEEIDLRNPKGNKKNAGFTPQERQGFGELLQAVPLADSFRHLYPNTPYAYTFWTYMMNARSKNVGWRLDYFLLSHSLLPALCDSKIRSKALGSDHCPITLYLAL
#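 Quantitative HTS: incision of a TAMRA/BHQ-2 double-stranded substrate bearing a tetrahydrofuran abasic site by 0.75 nM APE1 raises fluorescence. Substrate 50 nM final, added after 15 min compound preincubation at room temperature; progress as third-minus-first kinetic read difference.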
# POLI inh: qHTS for Inhibitors of Polymerase Iota | DNA polymerase iota (Homo sapiens), Q9UNA4 | Pol iota fluorescent replication assay, 10 min | Potency, µM (titrated, usually from 115 µM), for the others: top-dose activity, negative = inhibition, actives largely listed as inhibitors | hit rate 1% among 390,000 | AID 588590, 2011; also: potency is read from the fitted curve at half-maximal effect
#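 Fluorescent replication assay read twice, at 0 min and 10 min after adding 50 nM (final) substrate. Enzyme (10 nM) and compounds were first incubated 15 min at room temperature; enzyme-free buffer wells were negative controls.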
# RXFP1 antagonist: qHTS Assay for Antagonists of the Relaxin Receptor RXFP1 | Relaxin receptor 1 (Homo sapiens), Q9HBX9 | HEK293-RXFP1, relaxin-stimulated cAMP HTRF, 30 min; hits give low values | activity change, negative = inhibition, % at 57.5 µM | hit rate 0.59% among 350,000;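 active = activity change of -60% or lower, but not beyond a set lower limit; inconclusive = change between -60% and -40%, or beyond the set limit; inactive = change above -40%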; also: % is scaled to controls: 0 for no effect and ±100 for the full control effect
# Pol eta inh: qHTS for Inhibitors of Polymerase Eta; DNA polymerase eta (Homo sapiens), Q9Y253; Potency, µM (top dose mostly 114 µM), inactives show at the top dose activity change, negative = inhibition, usual class: inhibitors; recombinant Pol eta, fluorescent DNA replication assay; hit rate 1.2% among 390,000; AID 588591, 2011; also: potency is read from the fitted curve at half-maximal effect; % is scaled to controls: 0 for no effect and ±100 for the full control effect
# Target sequence (Q9Y253 whole entry, looked up): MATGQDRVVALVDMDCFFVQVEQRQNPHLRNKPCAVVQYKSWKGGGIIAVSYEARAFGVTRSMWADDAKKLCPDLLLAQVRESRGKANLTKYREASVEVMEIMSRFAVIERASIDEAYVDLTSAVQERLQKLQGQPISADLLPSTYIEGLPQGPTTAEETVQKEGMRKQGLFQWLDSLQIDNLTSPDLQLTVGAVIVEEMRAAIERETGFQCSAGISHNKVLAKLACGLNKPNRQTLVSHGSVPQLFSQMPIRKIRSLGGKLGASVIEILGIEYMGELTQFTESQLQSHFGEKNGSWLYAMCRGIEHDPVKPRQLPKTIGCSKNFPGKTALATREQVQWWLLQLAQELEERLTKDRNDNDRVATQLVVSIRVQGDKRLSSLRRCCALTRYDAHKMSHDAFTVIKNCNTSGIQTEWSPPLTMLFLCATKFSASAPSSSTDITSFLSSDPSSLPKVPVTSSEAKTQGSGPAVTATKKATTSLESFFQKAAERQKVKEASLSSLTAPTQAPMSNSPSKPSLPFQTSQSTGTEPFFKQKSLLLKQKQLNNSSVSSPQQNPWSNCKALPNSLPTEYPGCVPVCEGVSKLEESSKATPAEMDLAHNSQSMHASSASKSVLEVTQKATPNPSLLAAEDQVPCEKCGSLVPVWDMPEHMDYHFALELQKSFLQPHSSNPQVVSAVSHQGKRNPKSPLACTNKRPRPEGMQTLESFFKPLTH
#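 Pol eta (10 nM) was preincubated with compounds for 15 min at room temperature, after which fluorescent replication substrate (50 nM final) was added to start the reaction. Fluorescence was read kinetically at 0 and 10 min.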
# PGK inhibitor: qHTS Assay to Find Inhibitors of Phosphoglycerate Kinase; Phosphoglycerate kinase, glycosomal (Trypanosoma brucei brucei), P07378; PGK/GAPDH coupled, Kinase-Glo luminescence, 60 min; Potency, µM (highest dose often 57.5 µM), for inactives: at the top dose activity change, negative = inhibition, hits mostly inhibitors; hit rate 0.043% among 380,000; AID 602233, 2012; also: potency is read from the fitted curve at half-maximal effect; % is scaled to controls: 0 for no effect and ±100 for the full control effect; nearly all actives have a fitted effect of over 60% in size
#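 Luminescent ATP detection (Kinase-Glo Plus) follows a 60-minute room-temperature incubation, with wells lacking PGK as controls. Buffer: 100 mM TEA (pH 7.6), 5 mM MgCl2, 0.01% Tween-20. Coupling enzyme GAPDH (100 nM final) supplies unstable 1,3-BPG in-well.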
# POLB inh: qHTS Assay for Inhibitors of DNA Polymerase Beta. P06746. Pol beta primer extension/strand displacement, fluorescence kinetic. Potency, µM (doses to about 114 µM), inactives show top-dose activity change, negative = inhibition, actives largely listed as inhibitors. hit rate 1.3% among 340,000. AID 485314, 2010; also: potency is read from the fitted curve at half-maximal effect; % is scaled to controls: 0 for no effect and ±100 for the full control effect
#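 Kinetic readout of DNA synthesis with strand displacement by Pol beta. Compound and 10 nM enzyme sit 15 min at room temperature; 50 nM substrate starts the reaction, read immediately and at 10 min.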
# Anesthetic bind: qHTS Assay for Identification of Novel General Anesthetics; Ferritin light chain (Equus caballus), P02791; apoferritin/1-aminoanthracene competitive binding, fluorescence; Potency, µM (doses to about 77.5 µM), for the others: at the top dose activity change, negative = displacement, usual class: inhibitors; hit rate 0.074% among 350,000; AID 485281, 2010; also: potency is read from the fitted curve at half-maximal effect; % is scaled to controls: 0 for no effect and ±100 for the full control effect; nearly all actives have a fitted effect of over 20% in size
#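 10 uM apoferritin + 50% sat. 1-AMA, PBS; cpd 10 min RT; Ex380/Em535 endpoint; normalized to free probe vs complex; 4-param Hill fit; propofol titration as pos. ctrl.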
# BLM helicase inh: qHTS Assay for Inhibitors of Bloom's syndrome helicase (BLM); RecQ-like DNA helicase BLM (Homo sapiens), P54132; recombinant BLM DNA unwinding, fluorescence dequenching; Potency, µM (highest dose often 56.1 µM), for inactives: top-dose activity change, negative = inhibition, hits mostly inhibitors; hit rate 0.2% among 350,000;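 also: potency is read from the fitted curve at half-maximal effect; plate controls were vehicle for no effect and no enzyme for full effect; nearly all actives have a fitted effect of over 35% in size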
# Starred values were filed as active, the others as inactive; i = inactive; u = inconclusive; x = no result given; & = joins results of further samples; [ ] = remark or other dose. Unless noted, calls follow the shape of the dose curve; as a rule, active = well fitted curve in the direction sought with a large enough effect; inconclusive = small, poorly fitted or top-dose-only effect, or another doubt; inactive = no such curve, though single readings can be large; an effect the other way counts as inactive or inconclusive. These rows are one share of the data; count on the stated rates, not on these rows.
canonical_smiles,POLK inh,APEX1 inh,POLI inh,RXFP1 antagonist,Pol eta inh,PGK inhibitor,POLB inh,Anesthetic bind,BLM helicase inh
COc1ccc(NC(=O)CCc2nc3cccnc3n2-c2ccccc2)c(OC)c1,-12.0%,x,u,-5.8,-1.8%,-2.4%,9.1%,-7.1%,1.3%
C=CCOc1ccc(/C=C2\SC(=Nc3cccnc3)NC2=O)cc1,-2.6%,-2.5%,u,-14.1,u,0.2%,u,-15.0%,-6.5%
O=C(O)c1ccc2c(=O)n3cc(C(=O)c4ccccc4O)cc(Cl)c3nc2c1,-51.2%,-6.0%,u,-5.5,8.91µM*,-13.2%,u,-0.8%,-3.9%
COc1ccccc1C(=O)NC(CCSC)C(=O)NCCCn1nc(C)cc1C (stereo not given),-16.3%,10.6%,32.9%[activator],-8.0,-6.8%,-3.5%,x,x,x
CC1(C)CC2CC(C)(CN2C(=O)COC(=O)Cn2[nH]c(=O)c3ccccc3c2=O)C1 (stereo not given),6.4%,-6.5%,21.5%,0.1,-12.6%,i,5.8%,-19.6%,3.0%
COc1cccc(-n2cc(C(=O)Nc3cc(C)c(Cl)cc3OC)c3ccccc3c2=O)c1,-6.0%,x,16.5%,1.7,-14.1%,12.8%,30.5%,-8.2%,0.9%
N#Cc1nc(Cc2ccccc2)oc1N1CCC(C(N)=O)CC1,-2.8%,-2.0%,32.8%[activator],-18.4,-16.3%,-4.1%,0.4%,-8.2%,-0.9%
CC1CCN(C(=O)CSc2c3c(nc4cc(Cl)ccc24)CCCC3)CC1,-11.7%,x,13.9%,x,-9.2%,-0.4%,-19.3%,u,1.9%
CSCCC(N=C1NS(=O)(=O)c2ccccc21)C(=O)NCc1ccccc1F (stereo not given),-14.5%,16.8%,12.4%,4.7,-11.8%,-8.6%,21.4%,-5.4%,-1.3%
CC(=O)c1c(C)[nH]c(C(=O)OCC(=O)NCCCc2ccccc2)c1C,0.2%,6.4%,8.8%,2.8,-17.1%,4.4%,x,x,x
COc1cc(Cl)c(NC(=O)c2cc(CN3CCCC3)on2)c(OC)c1,-8.9%,x,31.7%[activator],x,-10.3%,i,-9.9%,-4.3%,4.5%
COC(=O)c1ccccc1NC(=O)COC(=O)c1ccc(C)c(NC(=O)c2ccco2)c1,-8.5%,1.0%,16.1%,14.6,-14.5%,1.2%,0.2%,-16.4%,2.7%
CCNc1cc(=O)n(C)c(=O)n1C,-3.1%,0.0%,4.3%,-2.7,-7.2%,-6.1%,23.9%,-5.8%,0.9%
CNc1nc(-c2ccc3c(c2)CCN3S(=O)(=O)c2ccccc2)c(C)s1,4.7%,-10.2%,2.3%,-16.7,-13.3%,-7.8%,16.1%,-3.4%,1.3%
COc1cc2nc(Nc3cccc(F)c3)nc(N)c2cc1OC,-34.7%&-7.0%,-14.2%,-13.0%&16.0%,-7.5&-17.7,u,1.8%,u,2.5%&-3.5%,-5.2%&-3.5%
O=C(Nc1nncs1)c1cccnc1Cl,-16.8%,3.6%,4.1%,x,1.6%,i,26.7%,3.3%,-0.2%
O=C(c1cc(Cl)cc(Cl)c1)N1CCC(=O)N(C(COCc2ccccc2)Cc2ccccc2)CC1 (stereo not given),12.1%,4.3%,15.5%,x,-18.0%,i,1.7%,-19.3%,-11.4%
Cc1ccc(C(=O)CSc2nnc(COc3cccc(C)c3)o2)cc1,-5.8%,u,3.0%,-9.6,-12.1%,3.0%,13.5%,u,-7.9%
Cc1cc(C(=O)OCC(=O)NC2CCC(C)CC2)c(C)o1 (stereo not given),-1.0%,-1.3%,8.9%,-4.1,-15.4%,-3.3%,x,x,x
CC1=CS(=O)(=O)CC1SC(=S)N(C)C1CCS(=O)(=O)C1 (stereo not given),2.6%,3.5%,15.3%,-1.9,-14.0%,-8.8%,3.8%,-0.6%,-0.2%
Cc1cc(NC(=O)/C=C/c2ccccc2Cl)n(-c2nc3ccccc3[nH]2)n1,3.6%,1.3%,202.1%[activator],-7.3,-14.4%,-1.5%,-10.9%,3.4%,-2.3%
CC1CCCC(NC(=O)CCNC(=O)c2ccccc2Cl)C1C (stereo not given),-16.4%,46.2%[activator],24.3%,-5.3,u,1.0%,x,x,x
COc1ccc2[nH]c(=O)c(-c3noc(-c4ccccc4)n3)cc2c1,2.5%,10.3%,u,-6.0,u,-12.7%,-49.1%,4.6%,1.0%
CSC1=NSC2=NC(=O)/C(=C\c3coc4ccccc4c3=O)C(=N)N12,u,-9.7%,u,-20.7,12.6µM*,-0.8%,25.1µM*,37.1%[activator],-11.9%
Nc1nc(COc2ccc(F)cc2Cl)nc(N2CCCCC2)n1,-8.9%,-7.1%,37.8%[activator],1.9,u,5.8%,2.1%,-22.8%,-8.4%
CCOC(=O)c1cc(-c2cccc(C(F)(F)F)c2)nc2nc(SC)[nH]c(=O)c12,-8.1%,-5.1%,198.2%[activator],-18.6,-14.0%,5.6%,3.4%,0.1%,-4.7%
CCO[C@@H]1OC(C(=O)N2CCCCCCC2)=C[C@H](c2ccc3c(c2)OCO3)[C@H]1CCCO,1.8%,-2.2%,2.6%,x,-11.1%,-12.0%,0.5%,-9.5%,-4.6%
CC(C)N(CCCNC(=O)C1CCN(S(=O)(=O)N2CCOCC2)CC1)Cc1ccccc1,-2.5%,-0.8%,21.0%,6.1,-13.7%,-6.9%,21.9%,-6.4%,2.6%
Cc1cc(-c2ccccc2)n(-c2cc(N/N=C/c3ccccc3O)ncn2)n1,-3.3%,0.2%,9.6%,x,-13.2%,3.2%,-22.3%,-10.9%,-0.9%
CCOC(=O)N1C2=NC(C(=O)OC)=C(C(=O)OC)[C@@H]3N(C)c4ccccc4[C@]23C[C@H]1C(=O)OC,8.5%,-2.8%[12.4 µM],u,x,-1.2%,-6.6%,-7.6%,-9.2%,-4.6%[12.4 µM]
COC(C[C@@H]1O[C@H]1[C@@H](O)[C@@H](C)OCc1ccccc1)OC,-9.1%,1.4%,-9.2%,x,-14.0%,1.3%,-0.2%,-2.0%,-0.5%
CC(=O)C1=NN(c2ccccc2)C(c2cccs2)N1c1ccccc1 (stereo not given),x,0.0%,x,x,x,x,-0.6%,-2.3%,-8.1%
CCOc1ccccc1NC(=O)Cn1cnc2c(nnn2-c2cccc(OC)c2)c1=O,-7.2%,-5.2%,4.5%,-2.8,-6.3%,10.7%,-13.9%,-15.2%,-2.1%
O=C(Nc1sc2c(c1C(=O)Nc1ccc(Cl)cc1)CCCC2)c1cccs1,-0.2%,x,9.4%,-11.0,-7.2%,-4.6%,12.4%,4.3%,0.8%
O=C(CSc1nnc(-c2ccccn2)o1)Nc1ccccc1,-4.2%,1.5%,4.5%,-18.2,-0.2%,-8.0%,26.9%,-5.5%,1.6%
Cc1cc(C)n2c(SCC(=O)Nc3cc(S(=O)(=O)N(C)C)ccc3C)nnc2n1,-1.6%,4.2%,75.4%[activator],5.4,-4.7%,-5.5%,x,x,x
CN(CC(=O)Nc1c(Cl)cccc1Cl)C(=O)c1cccc(S(=O)(=O)NCc2ccccc2)c1,-7.3%,10.6%,2.8%,-5.3,-22.5%,-5.8%,x,x,x
COC(=O)c1nc2cc(C)ccn2c1F,-16.4%,-2.0%,u,x,-8.5%,7.6%,-10.7%,-5.2%,-1.1%
COc1ccccc1NC(=O)CN(Cc1ccccc1)S(C)(=O)=O,-9.7%,-0.2%,0.6%,0.6,4.0%,-2.5%,-10.7%,2.7%,-1.2%
CC(=O)N1CCc2cc(S(=O)(=O)NCCC(=O)Nc3cccc(C)c3)ccc21,-11.1%,2.4%,12.3%,-0.2,6.6%,-2.9%,-11.6%,9.8%,-1.1%
Cc1cccn2c(=O)c3cc(C(=O)NCCN4CCOCC4)c(=N)n(CCc4ccccc4)c3nc12,-20.1%,-6.1%,-8.9%,3.2,-5.0%,-3.7%,-12.8%,19.1%,54.2%[activator]
Cn1nccc1C(=O)NC1CCN(Cc2ccccc2)CC1,-2.4%,12.6%,36.3%[activator],-0.1,-8.3%,-9.0%,-1.7%,1.6%,-1.6%
CN1CCC(NC(=O)c2cc(-c3cccc(Br)c3)nc3ccccc23)CC1,2.5%,3.0%,28.6%,-18.3,-14.9%,-10.6%,7.7%,-5.2%,-3.7%
Cc1ccc(N2C(=O)[C@@H]3C(c4cccnc4)=NO[C@@H]3C2=O)c(C)c1,-11.6%,-0.4%,16.1%,-2.0,u,-2.1%,0.9%,2.4%,-3.4%
CCOC(=O)N1CCN(c2c(NCCc3ccccc3)c(=O)c2=O)CC1,-7.3%,-2.1%,0.5%,x,-12.6%,2.9%,11.2%,-6.6%,2.8%
CCOc1cccc(C2C(C(=O)c3cccs3)=C(O)C(=O)N2Cc2cccnc2)c1 (stereo not given),-12.2%,-4.5%,5.9%,-2.0,3.0%,4.3%,u,-5.8%,-1.7%
